MrgX1 PAM – human MrgX1 positive allosteric modulation, primary screen. Q96LB2. MrgX1-HEK293, Fluo-4 calcium flux, FDSS; hits give high values. B-score at 10 µM. 310,000 compounds, 0.63% hits. AID 588675;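 active = plate-corrected calcium response at least 3 library SD above typical, normal starting fluorescence, not activating the receptor alone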;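 also: compound read alongside a low EC10 to EC30 dose of BAM8-22 agonist; peak minus trough fluorescence over baseline measured at the second addition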
Target sequence (Q96LB2 whole entry, looked up): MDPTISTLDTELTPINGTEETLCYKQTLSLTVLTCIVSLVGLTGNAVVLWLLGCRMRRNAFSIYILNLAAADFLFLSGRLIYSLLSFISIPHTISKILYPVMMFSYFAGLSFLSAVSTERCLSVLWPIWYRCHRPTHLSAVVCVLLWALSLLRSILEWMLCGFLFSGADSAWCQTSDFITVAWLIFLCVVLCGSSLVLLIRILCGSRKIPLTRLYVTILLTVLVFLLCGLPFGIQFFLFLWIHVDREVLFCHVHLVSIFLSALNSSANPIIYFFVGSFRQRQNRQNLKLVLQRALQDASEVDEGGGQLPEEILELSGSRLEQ
ANO1 activ – activates or potentiates the mouse TMEM16A chloride channel; Q8BHY3; HEK293 TMEM16A/YFP-H148Q/I152L, iodide quench fluorescence; hits give low values; B-score at 10 µM; 340,000 compounds, 0.3% hits;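 active = fluorescence-ratio B-score plate-corrected deviation score at least 3 library SD below zero, with starting fluorescence score within 5 deviations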;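 also: channel opened by trigger with iodide after compound preincubation; score built on the fluorescence ratio of max minus min over baseline; more negative score means more quench and so TMEM16A activation or potentiation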
SKKanGAS inh – blocks kanamycin growth of S. pyogenes SKKanGAS strain | BacTiter-Glo, 6 h | inhibition, % at 7.5 µM | AID 1662 | 300,000 compounds, 1.3% hits;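 active = mean replicate score, as percent of positive control median, at least 50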;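 also: strain carries kanamycin resistance gene driven by streptokinase promoter and grows in 40 µg/ml kanamycin; loss of luminescence reflects streptokinase promoter inhibition or plain growth inhibition; 0% = median of DMSO wells and 100% = positive control at its reference dose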
MrgX1 ag – activates human MrgX1 receptor signaling; 310,000 compounds, 0.44% hits; B-score at 10 µM; AID 588627; Q96LB2; MrgX1-HEK293 cells, Fluo-4 calcium fluorescence, agonist mode; hits give high values;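 active = calcium response B-score plate-corrected fluorescence ratio at least 3 library SD, with starting fluorescence B-score inside 5 SD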
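Test system: HEK293 cells stably expressing human MrgX1 receptor; amount: 15,000 cells per well; doses: compound delivered in addition one of three; times: overnight plating before 1 h dye loading; detection: Fluo-4 NW calcium-flux fluorescence, kinetic read; read-out basis: B-scored fluorescence response ratio; controls: positive and negative controls per plate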
TRPC4 PAM – allosteric potentiators of mouse TRPC4 channel; Q9QUQ5; HEK293 TRPC4beta/mu-opioid, DAMGO EC20, Fluo-4 Ca2+ flux; hits give high values; B-score at 10 µM; 310,000 compounds, 0.42% hits;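 active = B-score of calcium response area above 5 SD of library B-scores, with initial fluorescence ratio within 5 SD of library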;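 also: B-score of integrated fluorescence ratio over time as area under calcium response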
TRPC4 block – blocks the mouse TRPC4 cation channel; Q9QUQ5; HEK293 TRPC4beta/mu-opioid, DAMGO-evoked Fluo4 calcium flux; hits give low values; B-score at 10 µM; 300,000 compounds, 0.39% hits;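 active = B-score over 3 SD under the library average, no early fluorescence shift, positive overall ratio signal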
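Assay system: HEK293 cells with stable TRPC4beta plus mu-opioid receptor expression; Probe or stimulus: DAMGO in two steps, submaximal then maximal; Dosing: single-point compound dosing; Measured by: Fluo4 calcium-dye fluorescence, kinetic read; Read-out basis: B score from integrated Fluo4 fluorescence ratio.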
MrgX1 antag – human MrgX1 receptor antagonism, primary screen; Q96LB2; B-score at 10 µM; 310,000 compounds, 1.3% hits; AID 588676; MRGX1-HEK293 calcium flux, Fluo-4, BAM8-22 antagonism; hits give low values;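 active = calcium-response B-score plate-corrected more than 3 library SD below zero, starting fluorescence within 5 deviations, no agonist response on first addition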;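 also: peak minus trough fluorescence over baseline after final BAM8-22 challenge near maximal dose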
TRPC4 act – activators of mouse TRPC4 channel; Q9QUQ5; B-score at 10 µM; HEK293 TRPC4beta/mu-opioid, Fluo4 calcium fluorescence; hits give high values; AID 2237; 310,000 compounds, 0.49% hits;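 active = B-score above 5 SD of library B-scores, and initial fluorescence ratio not above library mean plus 5 SD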;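 also: positive B-score marks a calcium rise read as TRPC4 activation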
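Test system: HEK293 cells stably co-expressing mouse TRPC4beta and mu-opioid receptor | Schedule: Fluo4 dye loading 45 min at room temperature, 110 s recording | Measured by: Kinetic Fluo4 calcium fluorescence, 5 s baseline at 1 Hz | Evaluation: B score of integrated ratio | Controls: Buffer (low) and maximal DAMGO (high)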
TMEM16A inh – blocks the mouse calcium-activated chloride channel TMEM16A; Q8BHY3; AID 588511; HEK293 TMEM16A/YFP iodide influx fluorescence, ionomycin; normalized B-score (activity score, 25-100; higher = stronger inhibition) at 10 µM; 310,000 compounds, 1.2% hits;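 active = ratio plate-corrected score three or more library SD toward inhibition, starting fluorescence score within five deviations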;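 also: score derived from kinetic fluorescence span divided by baseline fluorescence per well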
TRPC6 inh – mouse TRPC6 channel inhibition. Q61143. HEK293-TRPC6, membrane potential dye, ACh-evoked depolarization; hits give low values. B-score at 10 µM. 310,000 compounds, 1.1% hits. AID 2553;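 active = B-score under library mean minus 3 SD, initial fluorescence not abnormally high, positive integrated signal ratio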;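 also: B-score derived from integrated fluorescence ratio over the kinetic read; more negative B-score means stronger inhibition of depolarization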
TRPC6 activator – mouse TRPC6 channel activation; Q61143; HEK293-TRPC6 membrane potential dye fluorescence; hits give high values; B-score at 10 µM; 310,000 compounds, 0.13% hits; AID 2550;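 active = B-score of the integrated fluorescence ratio above library mean plus 3 SD, and starting fluorescence ratio within library mean plus 5 SD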;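 also: higher score means more depolarization so channel activation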
* marks the source's active call; other numbers are inactive results; i = inactive; x = no result given.

SMILES | MrgX1 PAM | ANO1 activ | SKKanGAS inh | MrgX1 ag | TRPC4 PAM | TRPC4 block | MrgX1 antag | TRPC4 act | TMEM16A inh | TRPC6 inh | TRPC6 activator
CC12CCC(C(=O)NCc3ccccc3Cl)(CC1=O)C2(C)C (stereo not given) | i | i | -1 | i | i | i | i | i | i | i | i
Cc1cc(C)n(-c2ncnc3sc4c(c23)CCCC4)n1 | i | i | 6 | i | i | i | i | i | i | i | i
Cc1ccc(/C=N/NC(=O)CC2N=C(Cc3ccccc3)NNC2=O)cc1 (stereo not given) | i | i | -3 | i | i | i | i | i | i | i | i
Cc1ccc(S(=O)(=O)Nc2n[nH]nc2C(=O)NC2CCCCC2)cc1 | i | i | -5 | i | i | i | i | i | i | i | i
Cn1c(Cn2c(=O)sc3ccccc32)nnc1SCC(=O)N1CCCC1 | i | i | -4 | i | i | i | i | i | i | i | i
O=C(CCCN1C(=O)c2cccnc2C1=O)Nc1ccccc1F | i | i | 2 | i | i | i | i | i | i | i | i
Cc1cc(NC(=O)CCC(=O)N(c2ccccc2)C(C)C(=O)NC2CCCC2)no1 (stereo not given) | i | i | -3 | i | i | i | i | i | i | i | i
C/C(=N/Nc1nc(C)cc(-c2ccccc2)n1)c1ccco1 | i | i | 0 | i | i | i | i | i | i | i | i
CC(=O)N1CCc2cc(S(=O)(=O)NCCC(=O)Nc3cc(C)cc(C)c3)ccc21 | i | i | -1 | i | i | i | i | i | i | i | i
COc1cc(C2Nc3ccccc3C(=O)N2NS(C)(=O)=O)c([N+](=O)[O-])cc1OC (stereo not given) | i | i | 4 | i | i | i | i | i | i | i | i
NC(=O)c1c(NC(=O)c2ccccc2C(=O)O)sc2c1CCCC2 | i | i | 16 | i | i | i | i | i | i | i | i
COC(=O)c1ccc(CC(=O)c2c(C)cc(O)cc2O)o1 | i | i | 5 | i | i | i | i | i | i | i | i
NS(=O)(=O)c1ccc(CCNC(=O)CNC(=O)c2ccc(F)cc2)cc1 | i | i | 4 | i | i | i | i | i | i | i | i
Cc1ccc(N2C(=O)C3C4C=CC(CC4)C3C2=O)c([N+](=O)[O-])c1 (stereo not given) | i | i | 3 | i | i | i | i | i | i | i | i
Cc1ccc(CNc2ccc3c(c2)OCO3)c(C)c1 | i | x | 3 | i | i | i | i | i | i | i | i
OCC1(CO)COC(c2ccccc2)=N1 | i | i | 0 | i | i | i | i | i | i | i | i
Cc1ccc(C(=O)CC(=O)c2ccc(C(C)(C)C)cc2)cc1 | i | i | 8 | i | i | i | i | i | i | i | i
CC(C)CN(C(=O)COC(=O)COc1ccc2ccccc2c1)c1c(N)n(Cc2ccccc2)c(=O)[nH]c1=O | i | i | 1 | i | 16* | i | -6.4* | i | i | i | i
COc1cc(-c2cc(=O)c3c(O)c(OC)c(OC)cc3o2)cc(OC)c1O | i | i | 3 | i | i | i | i | i | i | i | i
O=C(CCN1C(=O)/C(=C/c2cccs2)SC1=S)Nc1ccccc1O | i | i | 10 | i | i | i | i | i | i | i | i
O=C(C1=NN[C@@H]2C(=O)N(c3ccccc3C(F)(F)F)C(=O)[C@H]12)c1cnccn1 | i | i | 0 | i | i | i | i | i | i | i | i
COc1cccc(/C=C2\N=C(c3c(-c4ccccc4)noc3C)OC2=O)c1 | i | i | 12 | i | i | i | i | i | i | i | i
CCOC(=O)N1CCN(C(=O)c2ccc3c(=O)n(CCOC)c(=O)[nH]c3c2)CC1 | i | i | -14 | i | i | i | i | i | i | i | i
C/C(=C\C(=O)c1ccc(Br)cc1)NNC(=O)c1ccccc1 | i | i | -5 | i | i | i | i | i | i | i | i
CCc1ccc(OCC(=O)NC(=S)Nc2ccc(Br)c(C)n2)cc1 | i | i | 0 | i | i | i | i | i | i | i | i
Cc1ccc(-c2cc(C(=O)Nc3cc(C)on3)c3ccccc3n2)c(C)c1 | i | i | 17 | i | i | i | i | i | i | i | i
COCc1cc(C)n(CC(=O)N/N=C/c2ccc(-c3ccc(Cl)c(C(=O)O)c3)o2)c(=O)c1C#N | i | i | 5 | i | i | i | i | i | i | i | i
O=C(Nc1nc2ccccc2n1CCN1CCOCC1)c1ccc(Cn2cc([N+](=O)[O-])cn2)o1 | i | i | 27 | i | i | i | i | i | i | i | i
COC(=O)c1ccc(C(=O)NC(=S)Nc2nc3c(s2)CC(C)CC3)cc1 (stereo not given) | i | i | -7 | i | i | i | i | i | i | i | i
CCOC(=O)C1=C(COC(=O)Cc2ccccc2F)NC(=O)NC1C (stereo not given) | i | i | -3 | i | i | i | i | i | i | i | i
COc1ccc(/C=C/C(=O)NC2CCCCCC2)cc1S(=O)(=O)N1CCOCC1 | i | i | -2 | i | i | i | i | i | i | i | i
CCC(CC)COC(=O)C1=C(C)NC(=O)NC1c1cccc([N+](=O)[O-])c1 (stereo not given) | i | i | 13 | i | i | i | i | i | i | i | i
c1cnc(N2CCN(c3ccc4ccccc4n3)CC2)nc1 | i | i | -12 | i | i | i | i | i | i | i | i
Cc1cccc(N2CCN(C(c3ccc(N(C)C)cc3)c3nnnn3C(C)(C)C)CC2)c1C (stereo not given) | i | i | -4 | i | i | i | i | i | i | i | i
O=C(N/N=C/c1ccc(N2CCOCC2)o1)c1cccc(F)c1 | i | i | -5 | i | i | i | i | i | i | i | i
COc1ccc(C(=O)CCS(=O)(=O)c2ccc(C)cc2)cc1OC | i | i | -4 | i | i | i | i | i | i | i | i
Cc1nc2ncnn2c(N2CCN(c3cccc(C(F)(F)F)c3)CC2)c1C | i | i | -1 | i | i | i | i | i | i | i | 13*
O=C(Nc1c2c(nn1-c1ccccc1)CS(=O)(=O)C2)c1ccccc1Br | i | i | -2 | i | i | i | i | i | i | i | i
O=C1OCc2cc(NC(=O)C3CCCCC3)ccc21 | i | i | 1 | i | i | i | i | i | i | i | i
Cc1cc(C)c(S(=O)(=O)N2CCCC(C(=O)N3CCOCC3)C2)c(C)c1 (stereo not given) | i | i | -5 | i | i | i | i | i | i | i | i
C=CCN(c1ccc(C(=O)N2CCCC2)cc1)S(C)(=O)=O | i | i | -7 | i | i | i | i | i | i | i | i
CCOC(=O)C1C(=O)NC(N2CCCCC2)=NC1c1ccccc1 (stereo not given) | 8.9* | i | 2 | i | i | i | i | i | i | i | i
COc1cccc(NC(=S)N(C)C2CCN(C)CC2)c1 | i | x | -1 | i | i | i | i | i | i | i | i
CC1(C)Cc2c(cnn2-c2cccc(F)c2)C(NC(=O)CN2CCCC2=O)C1 (stereo not given) | i | i | -1 | i | i | i | i | i | i | i | i
O=C1NC(CCc2ccccc2)C(=O)N1CCOc1cccc(Br)c1 (stereo not given) | i | i | -11 | i | i | i | i | i | i | i | i
O=C(COc1ccc(Cl)cc1)Nc1nc(-c2cccs2)cs1 | i | i | 20 | i | i | i | i | i | 100* | i | i
CC1CCN(S(=O)(=O)c2ccc3c(c2)N(CC(=O)NCCCOC(C)C)C(=O)CO3)CC1 | i | i | -2 | i | i | i | i | i | i | i | i
O=C(CNC(=O)c1ccc(Br)cc1)NCC(=O)OCC(=O)c1ccc(F)cc1 | i | i | x | i | i | i | i | i | i | i | i
CC(=O)Nc1ccc(S(=O)(=O)N2CCC(C(=O)NCCC(=O)NCc3ccccc3)CC2)cc1 | i | i | 0 | i | i | i | i | i | i | i | i
Nc1nonc1-n1nnc(C(=O)N/N=C/c2ccccc2F)c1CN1CCOCC1 | i | i | 0 | i | i | i | i | i | i | i | i
COc1cc2c(=O)n(-c3ccc(C)cc3)c(=O)n(CC(=O)c3ccc4c(c3)OCO4)c2cc1OC | i | i | 1 | i | i | i | i | i | i | i | i
Cn1ccnc1/C(=N\NC(=O)c1ccccc1)c1cccc([N+](=O)[O-])c1 | i | i | 4 | i | i | i | i | i | i | i | i
Oc1ccc(N2CCN(C(=S)NCc3ccccc3)CC2)cc1 | i | i | 0 | i | i | i | i | i | i | i | i
Fc1cccc(F)c1CN1CCN(c2ncccn2)CC1 | i | i | 5 | i | i | i | i | i | i | i | i
Cc1ccc(Nc2nc(C(=O)NCc3ccco3)cs2)cc1 | i | i | -10 | i | i | i | i | i | i | i | i
CN1Cc2ccccc2CC1CNCc1c(C(=O)N2CCCC2)nc2ccccn12 (stereo not given) | i | i | 9 | i | i | i | i | i | i | i | i
Cc1cc(S(=O)(=O)N2CCCOC2CNC(=O)C(=O)NCCCN2CCOCC2)ccc1F (stereo not given) | i | i | 5 | i | i | i | i | i | i | i | i
Cc1cc(NC(c2cccnc2)c2ccc3cccnc3c2O)no1 (stereo not given) | i | i | 23 | i | i | i | i | i | i | i | i
Cc1ccc2oc(-c3ccc(NC(=O)c4ccncc4)cc3O)nc2c1 | i | i | 8 | i | i | i | i | i | i | i | i
N#CC1=C(N)N2C(=C(C#N)C1c1ccccc1)Sc1ccccc12 (stereo not given) | i | x | 0 | i | i | i | i | i | i | i | i
Cc1cc(C)cc(C(=O)NCC(=O)N2CCN(c3cccc(Cl)c3)CC2)c1 | i | i | 7 | i | i | i | i | i | i | i | i
COC(=O)c1nn(C23CC4CC(CC(C4)C2)C3)c2c1C(=O)N(c1ccc(F)cc1)C2=O | i | i | -2 | i | i | i | i | i | i | i | i
COc1ccc2cc(CN(Cc3ccco3)C(=S)NCC3CCCO3)c(=O)[nH]c2c1 (stereo not given) | i | i | -5 | i | i | i | i | i | i | i | i

TRPC6 activator: hit marks shown above.
| SMILES | ANO1 activ | MrgX1 ag | TRPC4 PAM | TRPC4 block | MrgX1 antag | TRPC4 act | TRPC6 activator |
| --- | --- | --- | --- | --- | --- | --- | --- |
| Cc1nc2ncnn2c(N2CCN(c3cccc(C(F)(F)F)c3)CC2)c1C | i | i | i | i | i | i | 13* |
